# HP1b binding inh: inhibitors of HP1-beta chromodomain binding to methylated histone tails. AlphaScreen HP1-beta / biotin-H3K9me3 peptide binding. 390,000 tested, 0.56% active. Potency, µM (doses to about 114 µM), inactives show at the highest dose activity change, negative = inhibition, hits mostly inhibitors. AID 540317. P83916; note: potency is the fitted concentration of half-maximal effect; nearly all actives have a fitted effect of over 70% in size; inactives centre near 23
# Target sequence (P83916 whole entry, looked up): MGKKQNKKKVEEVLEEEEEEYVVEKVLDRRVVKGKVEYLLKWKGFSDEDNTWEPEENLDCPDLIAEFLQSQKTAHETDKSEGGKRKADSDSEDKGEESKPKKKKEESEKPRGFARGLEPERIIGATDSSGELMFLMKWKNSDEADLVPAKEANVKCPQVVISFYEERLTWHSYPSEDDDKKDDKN
#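 HP1-beta protein (50 nM final) preincubated 30 min at room temperature with biotinylated H3(1-18)K9me3 peptide (50 nM) in PBS pH 7.4, 0.01% Tween-20, then compound added for 30 min. AlphaScreen streptavidin donor/nickel chelate acceptor beads (10 ug/mL final), 30 min dark, luminescence read.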
# USP1 inh: inhibitors of human USP1/UAF1 deubiquitinase. O94782. recombinant USP1/UAF1, Ub-Rhodamine cleavage fluorescence. Potency, µM (top dose mostly 57.1 µM), for the others: top-dose activity change, negative = inhibition, most hits filed as inhibitors. 390,000 tested, 0.23% active. AID 743255; note: potency is the fitted concentration of half-maximal effect; % is set by controls: 0 for no effect and ±100 for the full control effect; nearly all actives have a fitted effect of over 60% in size; inactives centre near -12
# Target sequence (O94782 whole entry, looked up): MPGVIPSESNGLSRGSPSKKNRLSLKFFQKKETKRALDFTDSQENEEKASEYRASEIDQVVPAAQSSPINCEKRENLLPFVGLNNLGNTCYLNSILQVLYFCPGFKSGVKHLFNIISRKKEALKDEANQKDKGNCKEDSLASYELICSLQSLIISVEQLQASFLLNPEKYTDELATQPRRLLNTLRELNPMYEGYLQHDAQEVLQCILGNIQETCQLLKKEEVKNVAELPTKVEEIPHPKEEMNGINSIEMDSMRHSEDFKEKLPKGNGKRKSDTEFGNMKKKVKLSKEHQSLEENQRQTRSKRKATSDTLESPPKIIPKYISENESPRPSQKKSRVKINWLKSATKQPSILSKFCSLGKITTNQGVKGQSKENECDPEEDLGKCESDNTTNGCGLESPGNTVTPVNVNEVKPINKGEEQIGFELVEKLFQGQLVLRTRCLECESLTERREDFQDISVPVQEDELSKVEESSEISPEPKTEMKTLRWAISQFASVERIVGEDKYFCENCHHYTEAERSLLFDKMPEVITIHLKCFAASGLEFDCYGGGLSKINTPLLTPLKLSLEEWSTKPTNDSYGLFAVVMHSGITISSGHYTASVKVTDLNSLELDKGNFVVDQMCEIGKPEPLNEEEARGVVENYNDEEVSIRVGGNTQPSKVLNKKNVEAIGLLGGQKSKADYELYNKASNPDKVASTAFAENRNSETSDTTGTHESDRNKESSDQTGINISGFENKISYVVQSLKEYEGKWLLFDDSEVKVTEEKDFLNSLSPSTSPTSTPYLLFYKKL
#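 USP1/UAF1 complex at 1 nM was preincubated with compound for 15 min at room temperature, then Ub-Rho substrate (150nM final) was added. Fluorescence (480/540 nm) was read kinetically, 6 reads every 60 seconds.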
# TrxR1 substrate: is turned over as a substrate by rat TrxR1; O89049; purified TrxR1 substrate turnover, NADPH consumption readout; Potency, µM (top dose mostly 114 µM), for the others: at the highest dose activity change, negative = substrate turnover; 390,000 tested, 0.01% active; note: potency is the fitted concentration of half-maximal effect; % is set by controls: 0 for no effect and ±100 for the full control effect; nearly all actives have a fitted effect of over 50% in size
#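 Rat TrxR1, dispensed at 90 nM, was prereduced with 400 uM NADPH (final) for 5 min at ~22 deg C, then incubated with compound 15 min before 400 uM selenite. A first-read NADPH fluorescence drop versus no-compound background flagged substrates.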
# GLS inhibitor: inhibitors of human glutaminase (GLS); GLS enzymatic activity, qHTS titration; 410,000 tested, 0.21% active; O94925; AID 624170; Potency, µM (doses to about 45.5 µM), for inactives: at the top dose activity change, negative = inhibition, usual class: inhibitors; note: potency is the fitted concentration of half-maximal effect; % is set by controls: 0 for no effect and ±100 for the full control effect
#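 Compounds were pin-transferred onto hKGA, after which L-glutamine (1 mM solution) and a detection mix of glutamate oxidase, HRP and Amplex Red were added. Initial and 30 min RT fluorescence reads were collected.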
# rTrxR1 inhibitor: blocks rat thioredoxin reductase 1; 390,000 tested, 1% active; Potency, µM (top dose mostly 114 µM), for the others: at the highest dose activity change, negative = inhibition, most hits filed as inhibitors; recombinant rTrxR1, NADPH fluorescence consumption, selenite substrate; AID 588453; note: potency is the fitted concentration of half-maximal effect; % is set by controls: 0 for no effect and ±100 for the full control effect; nearly all actives have a fitted effect of over 65% in size
#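 Rat TrxR1 (90 nM in the dispensed reagent) was pre-reduced with 400 uM NADPH for 5 min at room temperature, then incubated with compound for 15 min. After 400 uM selenite was added, NADPH fluorescence (Ex 340/Em 450 nm) was followed for 8 min.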
# Tb PGK inh: inhibitors of T. brucei phosphoglycerate kinase; PGK/GAPDH coupled, Kinase-Glo luminescence, 60 min; Potency, µM (titrated, usually from 57.5 µM), inactives show at the highest dose activity change, negative = inhibition, actives largely listed as inhibitors; 380,000 tested, 0.043% active; note: potency is the fitted concentration of half-maximal effect; % is set by controls: 0 for no effect and ±100 for the full control effect; nearly all actives have a fitted effect of over 60% in size
#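 Recombinant glycosomal PGK reaction used 1,3-bisphosphoglycerate generated in-well by GAPDH (100nM final) in 100mM TEA pH 7.6, 5mM MgCl2, 0.01% Tween-20. After 60 minutes at room temperature, ATP was read by Kinase-Glo Plus luminescence end-point.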
# PI4K2A block: PI4K2A (human) kinase inhibition; Q9BTU6; purified PI4K2A, ADP-Glo luminescence, 1 h; hits give low values; activity change, negative = inhibition, % at 76.9 µM; 420,000 tested, 0.13% active; in the data active = activity change below about -50%; inconclusive = mostly about -30% to -49%;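 note: -100% = wells without enzyme as full effect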
#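 In this quantitative HTS, ADP production by PI4K2A was quantified luminescently after 1 h at ambient temperature; 100 microM adenosine served as plate-quality control.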
# Pin1 inh: blocks the human prolyl isomerase Pin1. 390,000 tested, 0.009% active. Q13526. AID 504891. Potency, µM (titrated, usually from 115 µM), without a hit: top-dose activity, negative = inhibition, hits mostly inhibitors. Pin1 FP peptide displacement, HiFluor488, 10 min; active = well fitted inhibition curve with a large enough effect in the polarisation, with a control signal flat, not every such curve was filed as active; inconclusive = small, poorly fitted or top-dose-only effect, or effect the other way, or a change in a side signal; inactive = no such curve, though single readings can be large or run the other way; the % refers to the polarisation; note: potency is the fitted concentration of half-maximal effect; % is set by controls: 0 for no effect and ±100 for the full control effect
# IDH1 R132H inh: blocks human mutant IDH1 R132H enzyme. Potency, µM (titrated, usually from 76.6 µM), inactives show at the highest dose activity change, negative = inhibition, hits mostly inhibitors. IDH1-R132H enzyme, NADPH consumption, diaphorase/resazurin fluorescence. AID 602179. 390,000 tested, 0.093% active. O75874; note: potency is the fitted concentration of half-maximal effect; % is set by controls: 0 for no effect and ±100 for the full control effect; nearly all actives have a fitted effect of over 65% in size
#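 IDH1-R132H (0.5 ug/mL) preincubated 30 min with compound, then NADPH (0.016 mM) and alpha-KG (2 mM) added; 80 min at RT, pH 7.5. Remaining NADPH coupled via diaphorase/resazurin to fluorescence (540/590 nm); concentration-response curves normalized to no-enzyme control.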
# Numbers without * were called inactive; i = inactive; ? = inconclusive; . = not tested or not shown; [ ] = another dose, or the depositor's remark. Unless noted, calls come from the whole dose curve; as a rule, active = well fitted curve in the direction sought with a large enough effect; inconclusive = small, poorly fitted or top-dose-only effect, or another doubt; inactive = no such curve, though single readings can be large; an effect the other way counts as inactive or inconclusive.
1	C/C(=N/NC(=O)CNC(=O)Cc1ccc(Cl)cc1)c1ccco1
2	COCC(=O)N1CCCC(C(=O)c2ccc(C(F)(F)F)cc2)C1 (centres undefined)
3	CCOC(CNC(=O)c1ccc2nc(N3CCC(C)CC3)sc2c1)OCC
4	CCCCN(CC)CCCNC(=O)c1sc2nc(C)cc(C)c2c1-n1cccc1
5	O=C(Cc1cccs1)Nc1ccccc1NC(=O)Cc1cccs1
6	O=C(NC1CCC(c2ccccc2)CC1)c1cccnc1 (centres undefined)
7	Cc1cccc(N2C(=O)SC(N(CC(=O)O)c3cccc(C)c3)C2=O)c1 (centres undefined)
8	CCCN(CC(=O)Nc1cc(Cl)ccc1Cl)C(=O)/C=C/c1ccco1
Screen / compound no.	1	2	3	4	5	6	7	8
rTrxR1 inhibitor	16%[57.1 µM]	18%	-1%	18%	4%	14%	-2%	-2%[57.1 µM]
IDH1 R132H inh	9%	-1%	1%	12%	6%	-9%	-6%	6%
GLS inhibitor	-27%	-2%	-21%	1%	1%	10%	17%	4%
HP1b binding inh	22%	23%	23%	68%[activator]	25%	17%	30%	-20%
Tb PGK inh	-2%	1%	1%	-1%	-7%	-6%	-1%	-10%
USP1 inh	?	-6%	-17%	-26%	-14%	0%	-16%	-20%
Pin1 inh	5%	-3%	1%	7%	-2%	-10%	-20%	-1%
TrxR1 substrate	6%[57.1 µM]	4%	0%	3%	-1%	18%[57.1 µM]	0%	-6%
PI4K2A block	1	-2	7	2	-1	10	0	-3

9	CC(NC(=O)Cn1cccc1C(=O)c1ccccc1)c1ccccc1 (centres undefined)
10	CCN(CC(=O)Nc1cc(S(=O)(=O)N2CCOCC2)ccc1C)Cc1ccccc1
11	CCN1CCN(S(=O)(=O)c2c[nH]c(C(=O)OC)c2)CC1
12	COc1cccc(NC(=O)COC(=O)C2CC2)c1
13	CCCNC(=O)Cn1nc(-c2ccc(C)cc2)c2cnc3ccc(CC)cc3c21
14	Cc1noc(NS(=O)(=O)c2ccc(NC(=O)CCC3CCCC3)cc2)c1C
15	Cc1ccc2nc(-c3ccc(NC(=O)CSc4ccccc4)cc3)[nH]c2c1
16	NNC(=O)c1ccc(COc2ccc3c(c2)CCC3)o1
Screen / compound no.	9	10	11	12	13	14	15	16
rTrxR1 inhibitor	8%	11%	0%[57.1 µM]	19%	35%[57.1 µM]	-3%	9%	-13%
IDH1 R132H inh	-5%	3%	-5%	-3%	14%	9%	-4%	-19%
GLS inhibitor	-4%	7%	-2%	0%	-17%	-1%	19%	11%
HP1b binding inh	26%	17%	25%	29%	6%	14%	5%	33%
Tb PGK inh	0%	6%	-1%	0%	4%	3%	-10%	3%
USP1 inh	-26%	-25%	-6%	-9%	4%	-7%	-23%	-18%
Pin1 inh	-13%	0%	5%	-3%	4%	-4%	17%	-2%
TrxR1 substrate	0%	6%[57.1 µM]	3%[57.1 µM]	2%	11%[57.1 µM]	-1%	38%[activator]	-9%
PI4K2A block	4	0	-3	4	0	-3	-4	-1

17	COc1ccc(OCC(=O)NCc2ccc3c(c2)CCN3C(=O)c2ccccc2)cc1
18	COc1ccc(-n2c(-c3ccccc3F)nc3c(cnn3-c3ccc(C)cc3)c2=O)cc1
19	O=C(Cc1ccccc1)Nc1ccc2[nH]ncc2c1
20	CCOc1ccc(-n2nc3c(=O)n(CCN4CCCCC4)nc(C)c3c2C)cc1
21	Cc1ccccc1C(=O)NN1CCOCC1
22	COC(=O)C1=C(C)N(C)C(C)=C(C(=O)OC)C1c1ccc(C(=O)OC)cc1
23	Cc1ccc(O)c(CN(C)Cc2cc(C)ccc2O)c1
24	CCCc1nc(-c2ccccc2)c(-c2ccc(OC)c(OC)c2)c(=O)[nH]1
Screen / compound no.	17	18	19	20	21	22	23	24
rTrxR1 inhibitor	13%[57.1 µM]	39%[activator]	7%	11%[57.1 µM]	14%	1%[57.1 µM]	30%[11.4 µM]	19%
IDH1 R132H inh	-16%	17%	-1%	8%	-4%	0%	4%	2%
GLS inhibitor	-2%	-15%	4%	0%	-9%	12%	30%[activator]	0%
HP1b binding inh	3%	0%	5%	3%	31%	43%[activator]	-5%	5%
Tb PGK inh	-6%	7%	0%	-11%	2%	0%	-5%	-3%
USP1 inh	8%	-32%	-5%	?	-20%	-18%	-17%	-11%
Pin1 inh	?	0%	0%	-7%	-4%	-3%	-10%	2%
TrxR1 substrate	-2%[57.1 µM]	11%	2%	19%[57.1 µM]	0%	5%[57.1 µM]	5%[11.4 µM]	5%
PI4K2A block	2	-2	7	-2	-3	-3	0	-2

25	Cc1nn(-c2ccccc2)c(C)c1C(=O)OCC(=O)Nc1ccccc1F
26	O=C(Cn1c(SCC(=O)N2CCCc3ccccc32)nc2ccccc21)N1CCCC1
27	CS(=O)(=O)c1ccc(N2CCN(c3ccccn3)CC2)c([N+](=O)[O-])c1
28	Cc1ccc(/C=C2\SC(N3CCCCC3)=NC2=O)cc1
29	Cc1c(Cl)cccc1NC(=O)NCc1ccc(C)n1C
30	O=C(C1=NN(c2ccccc2)C2C(=O)N(c3ccc(Cl)cc3)C(=O)C12)c1ccccc1 (centres undefined)
31	Cc1ccc(CNC(=O)CC2Oc3ccc(Cl)cc3NC2=O)cc1 (centres undefined)
32	O=C(Cc1ccccc1)NNc1ccc2ccccc2c1
Screen / compound no.	25	26	27	28	29	30	31	32
rTrxR1 inhibitor	31%	-4%	-19%	5%[57.1 µM]	-35%	?	27%	1%
IDH1 R132H inh	-3%	8%	-1%	5%	-4%	6%	-18%	-9%
GLS inhibitor	-8%	2%	7%	-16%	1%	-1%	-8%	11%
HP1b binding inh	23%	21%	-8%	-18%	26%	49%[activator]	2%	19%
Tb PGK inh	-24%	-7%	5%	-7%	.	-1%	0%	-5%
USP1 inh	-19%	5%	-12%	-3%	-27%	-25%	-10%	-9%
Pin1 inh	-16%	6%	2%	0%	2%	?	-5%	1%
TrxR1 substrate	3%	-5%	-11%	1%[57.1 µM]	7%	-12%	9%	-2%
PI4K2A block	-5	0	5	0	-2	1	-2	-1

33	O=C(NNC(=O)c1cc2cc(OC(F)(F)F)ccc2[nH]1)c1ccc(Cl)cc1
34	Cc1ccc(NC(=O)CCN2C(=O)NC3(CCCC3)C2=O)cc1S(=O)(=O)N1CCOCC1
35	Cc1cc(C)c(C#N)c(Nc2ccccc2F)n1
36	COc1cc(C(=O)Nc2nnc(CC(C)C)s2)c([N+](=O)[O-])cc1OC
37	COc1ccccc1/C=C/C(=O)c1ccccc1
38	COC(=O)c1ccccc1NC(=O)Cn1c(=O)n(-c2ccc(C)cc2)c(=O)c2ccccc21
39	O=C(CSc1nnc(CNC(=O)c2ccco2)o1)Nc1cccc(Cl)c1
40	COC(=O)C1C(c2ccc(OC)cc2)C(C(=O)OC)S(=O)(=O)C(CCN2CCCCC2)S1(=O)=O (centres undefined)
Screen / compound no.	33	34	35	36	37	38	39	40
rTrxR1 inhibitor	27%[11.4 µM]	20%	21%	28%	29%[2.29 µM]	19%	-17%	2%[57.1 µM]
IDH1 R132H inh	10%	19%	11%	1%	0%	25%	-10%	9%
GLS inhibitor	-1%	-7%	-11%	7%	-1%	10%	4%	8%
HP1b binding inh	56%[activator]	19%	67%[activator]	27%	70%[activator]	12%	32%	11%
Tb PGK inh	-12%	i	-12%	.	-5%	-7%	11%	2%
USP1 inh	-3%	-10%	-20%	1%	-13%	?	-10%	-2%
Pin1 inh	-2%	-5%	3%	2%	3%	-2%	-1%	6%
TrxR1 substrate	-18%[11.4 µM]	1%	-2%	-2%	11%[2.29 µM]	9%	-5%	-10%
PI4K2A block	3	7	5	4	-6	2	1	0

# The list is partial, so the mix of outcomes need not match the whole.
